HTT ATP protect: qHTS Multiplex Assay to Identify Dual Action Probes in a Cell Model of Huntington: Cytoprotection (ATP) | 0.14% of 230,000 active | Potency, µM (titrated, usually from 56.4 µM), without a hit: cytoprotection (ATP increase), hits mostly activators | PC12 HTT-Q103 induced, cytoprotection, ATP luminescence, 40 h;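 further: % of control where 0% means no effect; nearly all actives have a fitted effect of over 45% in size; toxic huntingtin expression switched on by the ecdysone agonist tebufenozide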
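Huntington model: PC12 line, ecdysone-inducible HTTQ103 exon1–GFP, tebufenozide 100 nM. Test articles in a dose series. Endpoint luminescence from cellular ATP.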
HttQ103 aggreg: qHTS Multiplex Assay to Identify Dual Action Probes in a Cell Model of Huntington: Aggregate Formation (GFP); PC12 HttQ103-GFP aggregates, Acumen cytometry, 40 h; Potency, µM (doses to about 46.1 µM), inactives show at the highest dose activity change, negative = inhibition, actives largely listed as inhibitors; 1.1% of 220,000 active; AID 1688, 2009; further: on the % scale 0 is the no-effect control and ±100 the full control effect; nearly all actives have a fitted effect of over 60% in size
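Read-out: GFP aggregate count by laser scanning cytometer (488 nm excitation, 500-530 nm emission, 1–25 µm objects >6 SD above background). Cells: PC12, inducible HTTex1-Q103-GFP, 100 nM tebufenozide; compounds titrated.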
GAA inh: qHTS Assay for Inhibitors of Human alpha-Glucosidase as a Potential Chaperone Treatment of Pompe Disease. Lysosomal alpha-glucosidase (Homo sapiens), P10253. purified human GAA, 4-MU-alpha-glucoside fluorescence. Potency, µM (doses to about 76.9 µM), for inactives: at the highest dose activity change, negative = inhibition, most hits filed as inhibitors. 0.005% of 200,000 active. AID 1466, 2008;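 further: plate controls were uninhibited enzyme wells for no effect and no-enzyme background for full effect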
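Human enzyme at 4 nM with 400 uM 4-methylumbelliferyl-alpha-D-pyranoside, citrate/phosphate buffer pH 5.0, 0.005% Tween-20, 20 min at room temperature. Compounds up to 77 uM. 4-MU fluorescence (Ex 365/Em 440) read after NaOH/glycine stop; AC50 from Hill fit.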
IMPase Li cell: qHTS Assay for Identifying the Cell-Membrane Permeable IMPase Inhibitors: Potentiation with Lithium; CHO-M1 cells, IP1 TR-FRET (IP-One), carbachol + lithium; Potency, µM (doses to about 59.4 µM), without a hit: top-dose activity, negative = IMPase inhibition, most hits filed as inhibitors; 0.35% of 210,000 active;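 further: IP1 builds up when IMPase is blocked and the TR-FRET signal falls; plate controls were basal vehicle for no effect and high inhibitor control for full effect; nearly all actives have a fitted effect of over 50% in size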
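Lithium-sensitised IP1 accumulation assay; M1-expressing CHO cells treated 30 min at 37C with compound. Competitive antibody detection by time-resolved FRET followed a 10 min room-temperature lysis step.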
GAA spleen mod: qHTS Assay for Inhibitors and Activators of Human alpha-Glucosidase From Spleen Homogenate | Potency, µM (series often up to 79.9 µM), for the others: at the highest dose activity change, negative = inhibition, hits mostly inhibitors | Lysosomal alpha-glucosidase (Homo sapiens), P10253 | 0.006% of 240,000 active | human spleen homogenate, 4-MU-alpha-glucoside fluorescence;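 further: 0% = enzyme with vehicle and -100% = no enzyme basal signal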
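Enzyme source: human spleen homogenate, 1 ug/well. Buffer 50 mM citric acid/K phosphate pH 5.0, 0.01% Tween-20. 4-MU-alpha-glucoside 1 mM; 37 C x 40 min; NaOH/glycine stop; fluorescence.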
RGS12 GoLoco inh: qHTS Assay for Inhibitors of RGS12 GoLoco Motif Activity (Red Fluorophore) | Gai1:RGS12 GoLoco peptide FP, rhodamine, 10 min | Potency, µM (titrated, usually from 61.6 µM), for the others: at the highest dose activity, negative = inhibition, actives largely listed as inhibitors | Guanine nucleotide-binding protein G(i) subunit alpha-1 (Homo sapiens), P63096 | 0.44% of 230,000 active; active means well fitted inhibition curve with a large enough effect, not every such curve was filed as active; inactive means no such curve, though single readings can be large or run the other way; further: on the % scale 0 is the no-effect control and ±100 the full control effect; nearly all actives have a fitted effect of over 30% in size; many of its hits are not listed in these tables
Target sequence (P63096 whole entry, looked up): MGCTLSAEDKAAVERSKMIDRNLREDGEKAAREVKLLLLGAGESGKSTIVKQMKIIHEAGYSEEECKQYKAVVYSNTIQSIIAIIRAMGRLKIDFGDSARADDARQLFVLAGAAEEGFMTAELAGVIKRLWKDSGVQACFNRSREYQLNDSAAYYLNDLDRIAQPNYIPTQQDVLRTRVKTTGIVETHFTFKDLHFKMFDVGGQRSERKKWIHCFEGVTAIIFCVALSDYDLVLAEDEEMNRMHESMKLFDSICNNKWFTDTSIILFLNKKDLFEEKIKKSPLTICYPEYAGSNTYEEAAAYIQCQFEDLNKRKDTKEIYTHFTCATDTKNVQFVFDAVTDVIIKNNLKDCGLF
GAA glycogen: qHTS Assay for Inhibitors and Activators of Human alpha-Glucosidase Cleavage of Glycogen; Lysosomal alpha-glucosidase (Homo sapiens), P10253; recombinant GAA, glycogen substrate, Amplex Red glucose oxidase fluorescence; Potency, µM (titrated, usually from 76.4 µM), inactives show at the highest dose activity change, negative = inhibition, actives largely listed as inhibitors; 0.38% of 300,000 active; AID 2100, 2009;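 further: 0% = full enzyme reaction and -100% = no-enzyme basal signal; the screen sought inhibitors and activators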
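qHTS, 1536-well; enzyme 4 nM final; cpd up to 77 uM; substrate bovine liver glycogen 30 ug; 50 mM citrate/phosphate pH 5.0, 0.01% Tween-20; 37 C, 40 min; Amplex Red detection 45 min RT; Hill fit → AC50.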
* marks the source's active call; other numbers are inactive results; ? = inconclusive; / = not tested or not shown; & = joins results of further samples; [ ] = another dose, or the depositor's remark. Unless noted, the call rests on the fitted dose curve; in most records, active means well fitted curve in the direction sought with a large enough effect; inconclusive means small, poorly fitted or top-dose-only effect, or another doubt; inactive means no such curve, though single readings can be large; an effect the other way counts as inactive or inconclusive. Potency means the concentration at half of the fitted maximal effect. Some of the compounds tested; the hit share may differ from the screen's.

SMILES	HTT ATP protect	HttQ103 aggreg	GAA inh	IMPase Li cell	GAA spleen mod	RGS12 GoLoco inh	GAA glycogen
CC1COc2ccccc2C1=O (centres undefined)	7%	/	/	-10%	5%	2%	/
Cc1ccc(N2C(=O)[C@@H]3C(c4cccnc4)=NO[C@@H]3C2=O)cc1	-9%[10 µM]	12%[9.22 µM]	/	/	-10%	-33%	7%
CN(C)CCCNc1ncnc2sc(-c3ccccc3)cc12	10%[10 µM]	-13%[9.22 µM]	/	/	-2%	6%	2%
CCNC(=S)N(Cc1ccc2c(c1)OCO2)C1CC(=O)N(c2ccc(OC)cc2)C1=O (centres undefined)	-5%[10 µM]	16%	?	10%[38.3 µM]	-6%	-6%	-12%
O=C(O)CNC(=O)C(CS)Cc1ccccc1 (centres undefined)	-20%	/	/	-6%&22%	-2%&-3%	4%&-3%	/
O=C(NCCN1CCc2ccccc2C1)C1CCN(S(=O)(=O)N2CCC3(CC2)OCCO3)CC1	-17%	-21%	-1%	-6%[38.3 µM]	-5%	-4%	11%
COc1ccccc1N1CCN(c2nc(C)nc3c2oc2ccccc23)CC1	-98%[inhibitor][0.074 µM]	-44%[9.22 µM]	-9%	27%[38.3 µM]	-10%	-1%	-9%
N#C/C(=C\c1cn(-c2ccccc2)nc1-c1cccnc1)c1nnc2n1CCCCC2	7%[10 µM]	-3%	?	22%[38.3 µM]	-4%	5%	2%
Cc1ccccc1NC1C=CS(=O)(=O)C1 (centres undefined)	19%[10 µM]	5%	-2%	-9%[38.3 µM]	0%	12%	-4%
CCc1ccc2ncc(S(=O)(=O)c3ccc(C)c(C)c3)c(N3CCCC3)c2c1	9%[10 µM]	-12%	-7%	13%	-8%	90%[activator]	-4%

Arranged by molar mass (largest number first): three of the compounds above
SMILES	HTT ATP protect	HttQ103 aggreg	GAA inh	IMPase Li cell	GAA spleen mod	RGS12 GoLoco inh	GAA glycogen
CCNC(=S)N(Cc1ccc2c(c1)OCO2)C1CC(=O)N(c2ccc(OC)cc2)C1=O (centres undefined)	-5%[10 µM]	16%	?	10%[38.3 µM]	-6%	-6%	-12%
Cc1ccccc1NC1C=CS(=O)(=O)C1 (centres undefined)	19%[10 µM]	5%	-2%	-9%[38.3 µM]	0%	12%	-4%
CC1COc2ccccc2C1=O (centres undefined)	7%	/	/	-10%	5%	2%	/

The results go on:
SMILES	HTT ATP protect	HttQ103 aggreg	GAA inh	IMPase Li cell	GAA spleen mod	RGS12 GoLoco inh	GAA glycogen
Cc1cccc(C)c1NC(=O)CCCSc1nc2ccccc2s1	-10%[10 µM]	-15%	-15%	4%	-1%	-3%	11%
O=c1ccnc2n1COCS2	-2%[10 µM]	-1%[9.22 µM]	-13%	/	2%	2%	8%
CCn1c(C)c(C(C)=O)c(N2CCN(C(=O)c3ccco3)CC2)nc1=S	8%	-7%	-4%	6%[38.3 µM]	-6%	-2%	-2%
CCc1nnc(NC(=O)[C@@H](NC(=O)c2ccc(C(C)(C)C)cc2)C(C)C)s1	-7%[10 µM]	-24%	-9%	4%	1%	12%	2%
Cc1cc(C(=O)OCC(=O)Nc2cc(S(=O)(=O)N3CCOCC3)ccc2Cl)c(C)o1	-6%	-4%	-7%	-26%[38.3 µM]	0%	4%	14%
CC(C)(C)c1ccc(S(=O)(=O)N2CC(=O)Nc3ccccc32)cc1	12%	14%[9.22 µM]	-6%	-8%[38.3 µM]	-7%	-2%	-2%
COc1cccc(NC(=O)Cn2c(=O)oc3ccccc32)c1	6%[0.074 µM]	6%	-7%	33%[38.3 µM]	-2%	0%	4%
C=CCN1C(=O)CSc2ccc(C(=O)OCC)cc21	-9%[0.074 µM]	6%	-9%	-6%[38.3 µM]	-1%	1%	8%
Cc1cc(C)cc(C(=O)NCC(=O)OCC(=O)Nc2ccc(C)cc2Br)c1	-16%	-4%	-5%	-9%	0%	3%	0%
O=C(NCc1ccco1)/C(=C\c1cccs1)NC(=O)c1ccccc1	-17%	26%	2%	6%	/	8%	1%
COc1ccc(CCn2c(-c3ccncc3)n[nH]c2=S)cc1OC	-34%	12%	-2%	3%	-1%	13%	-1%
CC(C)NC(=O)C1(c2ccccc2)CC1(Cl)Cl (centres undefined)	5%[10 µM]	-14%	-2%	4%	-1%	-4%	6%
O=C1CS/C(=N\NC(=O)c2ccccc2)N1	-3%[10 µM]	3%[9.22 µM]	/	/	-11%	5%	-2%
O=C1/C(=C/c2ccc(O)cc2)SC(=S)N1CC1CCCO1 (centres undefined)	-11%[10 µM]	-2%[9.22 µM]	/	/	-1%	217%[activator]	-16%
Cc1c(NCc2nc3ccccc3[nH]2)c(=O)n(-c2ccccc2)n1C	10%[10 µM]	9%	-3%	9%[38.3 µM]	1%	1%	11µM*
c1ccc2c(c1)CCN(c1ncnc3nc[nH]c13)C2	27%[10 µM]	-18%	1%	0%	-6%	-8%	-6%
CCCNC(=O)CS(=O)Cc1nc(-c2ccc(OC)cc2)oc1C (centres undefined)	-6%	-4%	2%	-8%[38.3 µM]	2%	9%	?
N#CC1=C(N)NC(SCc2ccc(Cl)cc2)=C(C#N)C12CCCCC2	-98%[inhibitor]	?	-14%	24%[38.3 µM]	-11%	6%	-11%
COc1ccc(NC(=O)c2cccc(F)c2)cc1Cl	-24%	15%[9.22 µM]	-3%	17%[38.3 µM]	-12%	7%	8%
C=CCC1(NC(C)c2ccccc2)CCCCC1 (centres undefined)	-2%[10 µM]	7%	-1%	2%	-5%	-1%	-10%
COCc1cc(=O)n2[nH]c(-c3cccs3)cc2n1	12%[10 µM]	-1%[9.22 µM]	/	/	-2%	-1%	-6%
Cc1nc(S(=O)(=O)N(C)c2ccccc2)c(C#N)c(C)c1Cl	22%	?	0%	4%[38.3 µM]	-7%	8%	-2%
O=C(Cn1cnc2ccccc2c1=O)NCC(=O)N1CCN(Cc2ccc3c(c2)OCO3)CC1	-1%	-10%	-3%	19%[38.3 µM]	-19%	8%	-3%
CN(C)c1nc(N(C)C)n(C(=O)c2ccc(F)cc2)n1	21%	-11%[9.22 µM]	2%	7%	-2%	16%	-8%
CN(C(=O)CSc1nnc2ccccn12)C1CCS(=O)(=O)C1 (centres undefined)	-5%	3%	-3%	20%[38.3 µM]	3%	7%	-1%
CC1=C(n2nnc3ccccc32)C(c2ccccc2)C(C#N)=C(N)O1 (centres undefined)	4%	11%	-2%	45%[activator][38.3 µM]	-9%	43%[activator]	-14%
Cc1nc2cc(Cl)ccc2n1CCO	10%	-6%	-1%	29%[38.3 µM]	-2%	7%	-2%
C/C(=N/OC(=O)c1ccc(C)cc1)c1cccs1	30%	6%	7%	4%[38.3 µM]	0%	8%	0%
Cc1ccc(NC(=O)CO/N=C/c2ccccc2C)c(C)c1	-8%	-5%	5%	6%	-1%	-3%	1%
CCCCc1nnc(NC(=O)CSc2nc(O)c(-c3ccccc3)c(=O)[nH]2)s1	-17%	-12%	9%	4%	-9%	-3%	6%

Profiles from above. Order of values: HTT ATP protect | HttQ103 aggreg | GAA inh | IMPase Li cell | GAA spleen mod | RGS12 GoLoco inh | GAA glycogen
O=C(Cn1cnc2ccccc2c1=O)NCC(=O)N1CCN(Cc2ccc3c(c2)OCO3)CC1 reads -1% | -10% | -3% | 19%[38.3 µM] | -19% | 8% | -3%
COCc1cc(=O)n2[nH]c(-c3cccs3)cc2n1 reads 12%[10 µM] | -1%[9.22 µM] | / | / | -2% | -1% | -6%
CC1=C(n2nnc3ccccc32)C(c2ccccc2)C(C#N)=C(N)O1 (centres undefined) reads 4% | 11% | -2% | 45%[activator][38.3 µM] | -9% | 43%[activator] | -14%
Cc1nc(S(=O)(=O)N(C)c2ccccc2)c(C#N)c(C)c1Cl reads 22% | ? | 0% | 4%[38.3 µM] | -7% | 8% | -2%

More entries.
SMILES	HTT ATP protect	HttQ103 aggreg	GAA inh	IMPase Li cell	GAA spleen mod	RGS12 GoLoco inh	GAA glycogen
O=C(CNS(=O)(=O)c1cccc(Cl)c1)Nc1ccc(-c2nc3ccccc3s2)cc1	-29%[10 µM]	-4%	5%	-3%	3%	16%	10%
COC(=O)CCC(=O)OC1(C)C(=O)C=C2C=C(C3CC3)N(c3ccc(OC)cc3)C=C2C1=O (centres undefined)	24%[10 µM]	/	/	4%	-8%[17.4 µM]	8%[14.2 µM]	/
COc1ccc(NC(=O)CSc2nc3c(c(=O)[nH]2)CCC3)cc1OC	-10%[10 µM]	-4%	-3%	0%	-7%	-5%	3%
CCOC(=O)c1ccc(NC(=O)/C=C/c2cccs2)cc1	-19%[10 µM]	28%	-7%	23%	-1%	7%	-3%
Cc1ccc(-c2cc(C(=O)NCc3ccc4c(c3)OCO4)[nH]n2)c(O)c1C	-16%	-19%	-2%	11%[38.3 µM]	-4%	6%	-2%
C/C(N)=C(/C#N)C(=O)COC(=O)c1cc2c(s1)CCCC2	-15%	12%	-7%	-2%	-4%	-4%	-6%
Cc1ccc(O)c(-c2cc3ccccc3[nH]2)c1	-7%[10 µM]	1%	?	5%[38.3 µM]	6%	2%	32µM*
O=C(Nc1cccnc1)/C(N=Nc1c(Cl)cccc1Cl)=C(\O)c1ccccc1	15%[10 µM]	-6%	-8%	14%	8%	-3%	4%
COc1ccc(OC)c(NC(=O)CSc2nnc(Cn3nnc4ccccc43)n2C)c1	-3%	-3%	6%	-2%[38.3 µM]	3%	7%	1%
COc1ccc(CC(=O)OCC(=O)c2ccc(OC)cc2)cc1	/	20%	-7%	-1%	2%	8%	6%
CC1(C)C(=O)C(c2ccccc2)=C2CN3C(=O)N(CCc4ccccc4)C(=O)C3(Cc3ccc(F)cc3)C=C21 (centres undefined)	-33%[inhibitor]	/	/	4%	12%	2%	/
Cn1cccc1CC(=O)N/N=C/c1ccc(Cl)c([N+](=O)[O-])c1	18%[10 µM]	7%[9.22 µM]	/	/	3%	3%	-7%
CCOC(=O)c1c(NC(=O)Cn2nnc(-c3ccc(Cl)cc3)n2)sc(CC)c1C	-9%	-2%	-2%	23%[38.3 µM]	6%	2%	-3%
CCc1cc(C(=O)c2ccc(OC)cc2)c(NC(=O)CC(C)(C)CC(=O)O)s1	12%[10 µM]	-6%[9.22 µM]	/	/	-6%	1%	1%
